Bioassay records from PubChem.
NPSR antag: blocks cAMP signaling of the human neuropeptide S receptor. Potency, µM (top dose mostly 38.3 µM), for the others: at the top dose activity change, negative = inhibition, hits mostly inhibitors. actives 1% (n = 220,000). AID 1461. CHO-NPSR cells, cAMP TR-FRET, antagonist mode. Q6W5P4; note: potency is the fitted concentration of half-maximal effect; % is set by controls: 0 for no effect and ±100 for the full control effect; nearly all actives have a fitted effect of over 50% in size; many of its hits are not listed in these tables
Target sequence (Q6W5P4 whole entry, looked up): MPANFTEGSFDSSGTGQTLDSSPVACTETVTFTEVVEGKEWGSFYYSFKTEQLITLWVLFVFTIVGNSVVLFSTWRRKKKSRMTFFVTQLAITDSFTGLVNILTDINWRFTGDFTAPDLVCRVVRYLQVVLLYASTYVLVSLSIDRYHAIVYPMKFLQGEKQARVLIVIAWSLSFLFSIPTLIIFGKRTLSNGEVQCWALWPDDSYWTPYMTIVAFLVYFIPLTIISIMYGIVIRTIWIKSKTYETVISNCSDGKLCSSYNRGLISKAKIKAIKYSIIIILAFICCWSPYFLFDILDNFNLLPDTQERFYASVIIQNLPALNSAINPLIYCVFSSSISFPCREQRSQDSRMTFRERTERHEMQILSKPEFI
KinaseGlo FLuc: Kinase-Glo luciferase inhibition (counter-screen); Q27757; Kinase-Glo luciferase, ATP luminescence, 8 min; Potency, µM (doses to about 38.3 µM), for the others: at the top dose activity change, negative = inhibition, hits mostly inhibitors; actives 0.28% (n = 200,000); note: potency is the fitted concentration of half-maximal effect; % is set by controls: 0 for no effect and ±100 for the full control effect; nearly all actives have a fitted effect of over 60% in size
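Recombinant Kinase-Glo luciferase, 10 uM ATP (linear range), luciferin; imidazole pH 7.2 / KCl / MgCl2 / Tween / BSA buffer; 8 min RT; luminescence.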
Lamin A splicing: changes lamin A minigene splicing in HeLa cells; HeLa LMNA splicing GFP/RFP minigene ratio, 48 h; Potency, µM (series often up to 46.1 µM), for inactives: at the highest dose ratio change, negative = inhibition, actives largely listed as inhibitors; actives 0.01% (n = 200,000); active = well fitted inhibition curve with a large enough effect in the signal ratio, with a control signal flat, not every such curve was filed as active; inconclusive = small, poorly fitted or top-dose-only effect, or effect the other way, or a change in a side signal; the % refers to the signal ratio; note: potency is the fitted concentration of half-maximal effect; % is set by controls: 0 for no effect and ±100 for the full control effect
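S3 HeLa cells stably expressing lamin A-EGFP splicing minigene plus DsRed2, 600 cells/well, 48 h compound exposure at 37C. Laser-scanning cytometry; analysed as GFP (500-530 nm)/RFP (575-640 nm) total intensity ratio; 0.5% DMSO vehicle.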
CBFb-RUNX1 inh: CBF-beta/RUNX1 interaction disruption; Q01196+Q13951; AlphaScreen CBFb-His/RUNX1-biotin binding, biochemical; Potency, µM (highest dose often 59.8 µM), for inactives: at the highest dose activity, negative = inhibition, most hits filed as inhibitors; 230,000 tested, under 10 active; note: % of control where 0% means no effect
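Room-temperature protein-protein interaction test with 30 nM each of His-tagged CBF-beta and biotinylated RUNX1, 15 min with compound, then 90 min with nickel plus streptavidin beads. Signal read in AlphaScreen mode.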
IMPase Li cell: cell-permeable IMPase inhibitors with lithium potentiation; CHO-M1 cells, IP1 TR-FRET (IP-One), carbachol + lithium; Potency, µM (top dose mostly 59.4 µM), inactives show at the highest dose activity, negative = IMPase inhibition, hits mostly inhibitors; actives 0.35% (n = 210,000);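 note: IP1 builds up when IMPase is blocked and the TR-FRET signal falls; potency is the fitted concentration of half-maximal effect; plate controls were basal vehicle for no effect and high inhibitor control for full effect; nearly all actives have a fitted effect of over 50% in size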
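Concentration–response in CHO-M1 cells, lithium-potentiated; 30 min at 37C. IP1 detected by competitive TR-FRET after 10 min lysis at RT. Hill-fitted AC50.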
Epigenetic derep: regulators of epigenetic silencing causing reporter derepression in mouse cells | Potency, µM (series often up to 53.9 µM), for inactives: at the top dose GFP activation, actives largely listed as activators | actives 0.2% (n = 280,000) | murine LDR cells, GFP reporter derepression, 30 h; note: potency is the fitted concentration of half-maximal effect; % of control where 0% means no effect; nearly all actives have a fitted effect of over 60% in size
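Derepression of a silenced CMV-GFP reporter in murine LDR cells is scored by enumerating GFP-positive cells with a laser-scanning microplate cytometer after 30 hours of treatment at 37 C.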
aGal spleen mod: inhibits or activates alpha-galactosidase in human spleen homogenate; P06280; actives 0.008% (n = 240,000); Potency, µM (top dose mostly 80 µM), inactives show at the highest dose activity change, negative = inhibition, actives largely listed as inhibitors; human spleen homogenate, 4MU-alpha-Gal fluorescence, 40 min; AID 2107;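 note: potency is the fitted concentration of half-maximal effect; 0% = enzyme with vehicle and -100% = no enzyme basal signal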
Target sequence (P06280 32-429 limits assumed): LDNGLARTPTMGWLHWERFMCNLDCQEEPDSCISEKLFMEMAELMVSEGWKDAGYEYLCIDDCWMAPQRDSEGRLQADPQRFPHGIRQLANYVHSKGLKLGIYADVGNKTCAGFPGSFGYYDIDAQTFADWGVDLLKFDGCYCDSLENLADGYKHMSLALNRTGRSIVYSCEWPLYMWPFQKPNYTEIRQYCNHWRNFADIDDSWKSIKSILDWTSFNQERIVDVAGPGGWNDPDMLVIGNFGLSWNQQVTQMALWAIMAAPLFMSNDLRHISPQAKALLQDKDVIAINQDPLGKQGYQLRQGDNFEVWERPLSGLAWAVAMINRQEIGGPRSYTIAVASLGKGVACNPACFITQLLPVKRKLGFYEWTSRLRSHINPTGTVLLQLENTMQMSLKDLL
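Inhibition or activation of alpha-galactosidase in human spleen homogenate is scored by 4-MU fluorescence after 40 min at 37C, pH 5.0, with 1 mM substrate. AC50s come from concentration-response fitted to the Hill equation.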
Active calls of the source: *; ? = inconclusive; / = no result given; [ ] = remark or other dose. Unless noted, calls come from the whole dose curve; as a rule, active = well fitted curve in the direction sought with a large enough effect; inconclusive = small, poorly fitted or top-dose-only effect, or another doubt; inactive = no such curve, though single readings can be large; an effect the other way counts as inactive or inconclusive.

1: CSc1ccc(S(=O)(=O)NCCCOC(C)C)cc1
2: CC(C)Cc1nc(N2CCN(C(=O)C(C)C)CC2)c(C#N)c2c1CCC2
3: CCCCN(CCCC)c1nc(-c2ccncc2)nc2ccccc12
4: Cc1cc(C(=O)OCC(=O)NC(C)c2ccccc2)c(C)o1 (centres undefined)
5: COc1cc(/C(C)=N/NC(=S)NC(C)C)cc(OC)c1OC
6: O=C1[C@@H]2CSCN2C(=O)CN1Cc1ccc(F)cc1
7: CCc1cc(C(=O)N=Nc2c(O)[nH]c3ccc([N+](=O)[O-])cc23)c2ccccc2n1
8: COc1ccc(-c2nc3cnc(N4CCOCC4)nc3n(Cc3cccs3)c2=O)cc1

screen / no.	1	2	3	4	5	6	7	8
NPSR antag	-3.2%	?	?	1.7%	-13.0%[46.1 µM]	5.7%	-15.0%	/
KinaseGlo FLuc	/	1.1%	/	-1.2%	1.4%	/	0.9%	/
Lamin A splicing	/	-25.1%	/	/	-18.2%	11.1%[46 µM]	-14.0%	?
CBFb-RUNX1 inh	-1.0%	-1.7%	4.2%	7.6%	-5.4%	2.3%	?	/
IMPase Li cell	-4.4%	12.2%[38.3 µM]	/	0.5%	-1.1%	/	1.3%	2µM*
Epigenetic derep	-1.2%	3.7%	0.2%	-0.9%	0.0%	1.0%	5.6%	/
aGal spleen mod	-0.4%	-2.2%	1.7%	3.9%	4.7%	-9.3%	0.5%	-10.9%

9: CSc1ccc(C#N)cc1NC(=O)c1cccc(Cl)c1
10: O=C(CSc1ccccn1)Nc1ccc(Cl)c([N+](=O)[O-])c1
11: COc1ccc(/C=C/N(CCc2ccc(OC)c(OC)c2)C(=O)c2ccccn2)cc1
12: CCCCCCSc1nc(O)c(C2OC(=O)c3c2ccc(OC)c3OC)c(=O)n1-c1ccccc1 (centres undefined)
13: Cc1cc(Cl)ccc1NNC(=O)CCc1ccccc1
14: COC1=C/C(=C/c2c(N)n3c(nc2=O)sc2cc(S(C)(=O)=O)ccc23)C=CC1=O
15: COc1ccc(C(CC(=O)O)NC(=O)c2ccco2)cc1 (centres undefined)
16: NC(=O)C1CCN(c2ncnc3c2c(-c2ccccc2)cn3-c2ccccc2)CC1

screen / no.	9	10	11	12	13	14	15	16
NPSR antag	-12.6%[46.1 µM]	-15.2%	/	-11.6%[46.1 µM]	15.3%	35.0%[7.67 µM]	3.9%[46.1 µM]	?
KinaseGlo FLuc	2.5%	-2.0%	/	-4.4%	/	/	-2.9%	-4.4%
Lamin A splicing	14.9%	11.5%[46 µM]	/	17.7%	/	/	0.3%	-26.5%
CBFb-RUNX1 inh	10.3%	11.3%	8.9%[13.1 µM]	-0.2%	-23.1%	2.4%	3.5%	-5.7%
IMPase Li cell	-4.1%[38.3 µM]	1.3%	/	-8.3%[38.3 µM]	/	/	22.8%[38.3 µM]	2.8%[38.3 µM]
Epigenetic derep	-1.1%	2.6%	0.8%[10.1 µM]	-1.3%	2.1%	-1.4%	1.0%	5.0%
aGal spleen mod	5.0%	-1.0%	1.3%[17.5 µM]	0.6%	5.6%	-6.1%	7.6%	-1.2%

17: CCC(=O)Nc1ccc(OCc2nnc3c4ccccc4c(C)nn23)cc1
18: CC(C)CCOC(=O)C1C(c2ccccc2)C(C(=O)O)C1c1ccccc1 (centres undefined)
19: CN(C)c1ccc([N+](=O)[O-])cc1C(=O)O
20: Cc1ccc(C)c(OCC(=O)O/N=C(\N)c2cccnc2)c1
21: CCOC(=O)/C=C(\C)Sc1cc(O)c2ccccc2c1O
22: CCCCSc1nc(O)c(C2OC(=O)c3c2ccc(OC)c3OC)c(=O)n1C (centres undefined)
23: CC1CCN(Cc2nc(Cl)c3c4c(sc3n2)CCC4)CC1
24: CCOc1ccc(S(=O)(=O)NCc2cccnc2)cc1C

screen / no.	17	18	19	20	21	22	23	24
NPSR antag	8.1%	1.5%[46.1 µM]	19.2%	2.8%	?	0.1%[46.1 µM]	-12.8%	16.7%
KinaseGlo FLuc	-1.2%	-3.5%	1.6%	/	/	-4.1%	/	2.5%
Lamin A splicing	-22.7%[46 µM]	7.2%	-6.5%	/	/	13.2%	/	/
CBFb-RUNX1 inh	4.6%	1.2%	-2.3%	17.3%	-26.7%	3.9%	-1.4%	4.6%
IMPase Li cell	14.1%	9.3%[38.3 µM]	5.2%	/	/	-14.1%[38.3 µM]	12.5%	2.6%
Epigenetic derep	-2.7%	0.8%	-1.0%	-1.0%	1.1%	-1.6%	6.2%	1.1%
aGal spleen mod	5.5%	6.1%	-11.2%	7.0%	9.5%	-0.6%	-7.1%	-4.3%

Values by screen from the entries so far:
Compounds 17–23 in Epigenetic derep read -2.7%, 0.8%, -1.0%, -1.0%, 1.1%, -1.6%, 6.2%

Additional entries follow.
25: O=C(CSc1nc2ccccc2c(=O)n1-c1ccc(F)c(Cl)c1)Nc1cccc(S(=O)(=O)N2CCOCC2)c1
26: Cc1ccc(S(=O)(=O)/N=C2/C=C(C3C(=O)CC(C)(C)CC3=O)C(=O)c3ccccc32)cc1
27: CCCCCCC1/C(=N/O)CCC1C(=O)OC (centres undefined)
28: COc1ccccc1NC(=O)c1ccc(-c2ccc(Br)cc2)o1
29: COc1ccc(C)cc1S(=O)(=O)N(C)CC(=O)NC1CC1
30: CCN1CCN(c2ccc(NC(=O)c3ccc4c(c3)[nH]c(=O)n4Cc3ccc(F)cc3)cc2)CC1
31: Cc1cc(C)n(-c2ncnc3sc4c(c23)CCCC4)n1
32: CC(C)(O)C#Cc1ccc(C(=O)NCc2cccs2)s1

screen / no.	25	26	27	28	29	30	31	32
NPSR antag	-7.9%	?	8.1%[46.1 µM]	-22.8%[46.1 µM]	-10.4%[46.1 µM]	1.3%	-6.0%[46.1 µM]	-3.1%[46.1 µM]
KinaseGlo FLuc	13.8%	3.4%	2.2%	18.0%	6.1%	1.2%	8.2%	-4.0%
Lamin A splicing	-4.0%	-9.3%	11.2%	-20.2%	6.6%	?	-4.6%	13.1%
CBFb-RUNX1 inh	4.0%	-10.9%	3.9%	9.0%	0.6%	-3.4%	14.0%	0.4%
IMPase Li cell	6.6%	15.5%[38.3 µM]	27.1%[38.3 µM]	?	-8.8%[38.3 µM]	0.7%	-17.7%[38.3 µM]	-0.3%[38.3 µM]
Epigenetic derep	1.1%	2.6%	-1.1%	0.0%	-7.0%	-1.0%	0.7%	-2.2%
aGal spleen mod	-1.4%	-6.1%	2.2%	1.9%	4.6%	-0.6%	-0.6%	3.9%

33: O=C(CC1SC(=O)N(c2ccccc2)C1=O)Nc1ccccc1 (centres undefined)
34: Cc1ccc(S(=O)(=O)N2CCCCC2)cc1NC(=O)c1ccc2c(c1)OCO2
35: O=C1CCC/C(=N/Nc2ccc(Cl)cc2)C1
36: Cc1cc(Cl)ccc1OCc1nnc2n1CCCCC2
37: O=C1CC(c2cccc(Br)c2)C2=C(CCCC2=O)N1 (centres undefined)
38: O=C(Nc1ccc(Cl)cc1)N(CCCN1CCOCC1)Cc1cccs1
39: CCOC(=O)C(=CNc1ccc(Oc2cncc(Cl)c2)nc1)C(=O)OCC
40: CCCSc1cc(=O)n(-c2ccc(F)cc2)nc1C(=O)OCC

screen / no.	33	34	35	36	37	38	39	40
NPSR antag	-25.4%[46.1 µM]	2.1%	-7.2%	1.1%	1.2%[46.1 µM]	-11.4%[46.1 µM]	-27.2%	-1.7%
KinaseGlo FLuc	-6.2%	3.1%	-4.8%	3.6%	-2.6%	-1.6%	/	-3.2%
Lamin A splicing	3.1%	-6.6%	?	?	5.6%	-2.2%	/	/
CBFb-RUNX1 inh	-10.1%	-0.6%	?	3.1%	4.2%	-5.5%	9.1%	13.4%
IMPase Li cell	-11.2%[38.3 µM]	4.1%	42.0%[activator]	-0.3%	2.0%[38.3 µM]	9.9%[38.3 µM]	/	6.8%
Epigenetic derep	0.0%	0.0%	7.9%	1.2%	-1.7%	-1.8%	0.0%	-0.7%
aGal spleen mod	-14.5%	-0.8%	-15.4%	-0.1%	4.5%	1.2%	-6.8%	4.8%

Some entries already given, showing only aGal spleen mod.
entry | SMILES | aGal spleen mod
37 | O=C1CC(c2cccc(Br)c2)C2=C(CCCC2=O)N1 (centres undefined) | 4.5%
40 | CCCSc1cc(=O)n(-c2ccc(F)cc2)nc1C(=O)OCC | 4.8%
36 | Cc1cc(Cl)ccc1OCc1nnc2n1CCCCC2 | -0.1%
35 | O=C1CCC/C(=N/Nc2ccc(Cl)cc2)C1 | -15.4%
38 | O=C(Nc1ccc(Cl)cc1)N(CCCN1CCOCC1)Cc1cccs1 | 1.2%

Later entries
41: O=C(CCc1ccccc1)NC(=S)Nc1ccc2c(c1)C(=O)OC2
42: CCOc1ccc(C(=O)NC(=S)Nc2ccccn2)cc1[N+](=O)[O-]
43: CCCCCCCCCCCCN1C(=O)CSC1c1cccnc1 (centres undefined)
44: COc1ccc(/C=N/OC(=O)Nc2ccccc2OC)cc1
45: Cc1nc(NCCO)c(C#N)c2c1COC(C)(C)C2
46: CCNc1ccc(C(=O)OCC(=O)N2c3ccccc3NC(=O)C2(C)C)cc1[N+](=O)[O-]
47: N#Cc1ccc2c(c1)nc1ccccn12
48: Cc1sc2ncn(CC(=O)NCC(=O)N(C)C3CCCCC3)c(=O)c2c1C

screen / no.	41	42	43	44	45	46	47	48
NPSR antag	-19.3%	?	?	-20.0%	-12.2%[46.1 µM]	4.2%	17.8%	-10.3%[46.1 µM]
KinaseGlo FLuc	-0.4%	-1.2%	/	-10.2%	-0.4%	2.5%	-1.5%	15.8%
Lamin A splicing	?	?	/	-17.8%[46 µM]	-12.6%	0.2%	/	2.9%
CBFb-RUNX1 inh	7.1%	-0.2%	5.6%	14.7%	14.9%	-2.2%	5.6%	-2.9%
IMPase Li cell	-15.9%	4.0%[38.3 µM]	/	4.5%	19.6%[38.3 µM]	13.2%	-11.6%	-1.7%[38.3 µM]
Epigenetic derep	-2.3%	?	-0.2%	0.0%	-4.8%	-1.6%	-3.9%	1.8%
aGal spleen mod	-1.7%	7.3%	5.0%	0.9%	0.4%	3.9%	?	-10.3%

An excerpt. The share of hits here may be higher or lower than overall.
